PKA-R1A activ: activators of PKA-R1A holoenzyme, primary screen, biochemical, fluorescence polarization, Cy5-IP20, bovine R1A, mouse PKAc; activation, % at 11.4 µM; PKA-R1A dissociation; scaled: DMSO 0%, 113 µM cGMP 100%; actives 0.083% (n = 340,000); cAMP-dependent protein kinase type I-alpha regulatory subunit (Bos taurus) + …;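 active means percent activation above the mean of all tested compounds plus 3 SD, cut at about 19% in these data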;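 further: higher means more PKAc released from R1A so a rise in polarization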
DAGLB inh: DAGLB lipase inhibitors, primary screen, biochemical, fluorescence, HTS; Diacylglycerol lipase-beta (Homo sapiens), Q8NCG7; actives 0.059% (n = 340,000); AID 504411, 2011; HEK293T DAGLB membrane lysate, EnzChek fluorogenic substrate; inhibition, % at 5.17 µM; in the data active means inhibition above about 34%;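 further: 0% = enzyme with vehicle and 100% = wells lacking enzyme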
OPRM1-OPRD1 inv: inverse agonists of MOR-DOR heterodimerization, primary screen, cell-based, luminescence | Mu-type opioid receptor (Homo sapiens) + Delta-type opioid receptor (Homo sapiens), … | cell-based MOR-DOR heterodimer luminescence, inverse agonism | actives 0.21% (n = 340,000) | inhibition, % at 9.3 µM; in the data active means inhibition above about 22%, passing the limit was not always enough;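 further: 0% = cells with DMSO and 100% = wells without cells with DMSO; values of inactives mirror those of a sister screen read the other way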
DSG3 Ab inh: inhibitors of pemphigus antibody binding to DSG3, primary screen, biochemical, bead-based, flow cytometry, scFv-GFP | Desmoglein-3 (Homo sapiens), P32926 | DSG3-coupled beads, scFv-anti-DSG3-GFP binding; stronger effect = lower value | binding (percent of control), % at 10 µM | actives 0.48% (n = 310,000);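 active means binding more than 3 SD below its plate's average and above zero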;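 further: hits lower antibody fragment binding to DSG3; some compounds called inactive have numbers as strong as hits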
Arr AP2 block: inhibitors of beta-arrestin/AP2 binding, primary screen, biochemical, GPCR trafficking, flow cytometry; beta-arrestin 1 C-terminal peptide binding to AP2 beta2-adaptin appendage (human); actives 0.31% (n = 340,000); inhibition, % at 10 µM; FITC-arrestin peptide / GST-AP2 beads; AP2 beta2 appendage carries R879A mutation; AID 504490, 2011;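 active means inhibition above a set limit, near 3 SD of compounds lacking own fluorescence, cut at about 54% in these data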;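 further: plate controls were DMSO wells for no effect and 5 µM unlabelled arrestin peptide for full effect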
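System: GST-AP2 R879A glutathione beads; medium: PBS, Tween 20 0.05%, BSA 0.1%; reagent: fluorescein-tagged arrestin peptide at 50 nM final; schedule: pre-incubation 12 min, peptide binding 1 h, room temperature; detection: flow cytometry, FL1 (488/535 nm); read-out: inhibition as reduced fluorescein signal on beads, percent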
V-ATPase pH: regulators of yeast V-ATPase proton pumping, primary screen, pHLuorin cytosolic pH fluorescence | S. cerevisiae | response, % at 10 µM | actives 0.37% (n = 350,000) | AID 504577, 2011; in the data active means response mostly above about 7.3%, no sharp cut-off; inactive means mostly below about 5.4%; further: actives read high; inactives centre near 0; some compounds called inactive have numbers as strong as hits; reference of the scale not given here
PKA-R2B activ: activators of PKA-R2B holoenzyme, primary screen, biochemical, fluorescence polarization, Cy5-IP20, human. cAMP-dependent protein kinase catalytic subunit beta (Homo sapiens) + cAMP-dependent …. PKA-R2B holoenzyme dissociation; R2B truncated from residue 108, S112A mutant; 0% DMSO only, 100% 113 µM cGMP. activation, % at 11.4 µM. actives 0.079% (n = 340,000). AID 504700, 2011;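 active means activation above a cutoff set at the mean over all compounds plus 3 SD, cut at about 18% in these data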;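 further: higher means more holoenzyme dissociation and a rise in polarization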
Target sequence (P31323 whole entry, looked up, other chains not shown, the tested form may be a part): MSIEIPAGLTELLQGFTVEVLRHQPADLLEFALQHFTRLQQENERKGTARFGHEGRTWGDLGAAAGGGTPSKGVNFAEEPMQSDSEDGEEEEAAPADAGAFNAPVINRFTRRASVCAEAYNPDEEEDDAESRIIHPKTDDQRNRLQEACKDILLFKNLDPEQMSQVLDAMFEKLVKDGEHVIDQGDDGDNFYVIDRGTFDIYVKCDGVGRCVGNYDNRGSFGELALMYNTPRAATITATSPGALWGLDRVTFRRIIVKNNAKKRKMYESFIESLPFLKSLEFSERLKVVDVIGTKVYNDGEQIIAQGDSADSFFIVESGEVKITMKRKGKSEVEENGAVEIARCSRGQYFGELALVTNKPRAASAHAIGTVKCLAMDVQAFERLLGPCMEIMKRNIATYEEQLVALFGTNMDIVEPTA
HTR5A inv ag: HTR5A inverse agonists in luminescence cell assay, primary screen, counter-screen for OPRM1-OPRD1 heterodimer inverse agonist project, full-deck HTS | actives 0.083% (n = 340,000) | inhibition, % at 9.3 µM | 5-hydroxytryptamine receptor 5A (Homo sapiens), P47898 | HTR5A cell line, inverse agonism; in the data active means inhibition mostly above about 23%, no sharp cut-off; inactive means mostly below about 18%;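 further: 0% = cells with DMSO and 100% = no-cell wells with DMSO; some compounds called inactive have numbers as strong as hits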
Target sequence (P47898 whole entry, looked up): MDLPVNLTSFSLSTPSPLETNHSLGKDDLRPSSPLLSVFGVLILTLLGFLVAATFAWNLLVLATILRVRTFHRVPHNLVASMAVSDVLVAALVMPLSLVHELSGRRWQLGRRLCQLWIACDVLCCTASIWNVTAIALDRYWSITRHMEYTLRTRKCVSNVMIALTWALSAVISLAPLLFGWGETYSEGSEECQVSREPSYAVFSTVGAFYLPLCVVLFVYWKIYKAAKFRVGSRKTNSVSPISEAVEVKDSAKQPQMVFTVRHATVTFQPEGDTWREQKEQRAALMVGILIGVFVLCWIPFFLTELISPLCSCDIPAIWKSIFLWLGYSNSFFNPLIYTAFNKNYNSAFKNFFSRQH
MOR-DOR ag: agonists of OPRM1-OPRD1 heterodimerization, primary screen, cell-based, luminescence; Mu-type opioid receptor (Homo sapiens) + Delta-type opioid receptor (Homo sapiens), …; cells; activation, % at 9.3 µM; actives 0.3% (n = 340,000); in the data active means activation above about 18%;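 further: 0% = vehicle-treated cells and 100% = reference agonist; values of inactives mirror those of a sister screen read the other way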
HTR5A ag ctr: HTR5A agonists in luminescence cell assay, primary screen, counter-screen for OPRM1-OPRD1 heterodimer agonist project, full-deck HTS | 5-hydroxytryptamine receptor 5A (Homo sapiens), P47898 | cell-based | activation, % at 9.3 µM | actives 0.61% (n = 340,000) | AID 504692, 2011; in the data active means activation mostly above about 9.5%, no sharp cut-off; inactive means mostly below about 7.6%;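 further: 0% = cells with vehicle only and 100% = reference agonist; strong numbers were not always called active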
Active calls of the source: *; . = not tested or not shown. Random draw from the library; about 2.4% have a hit in one of these screens.

Molecule,PKA-R1A activ,DAGLB inh,OPRM1-OPRD1 inv,DSG3 Ab inh,Arr AP2 block,V-ATPase pH,PKA-R2B activ,HTR5A inv ag,MOR-DOR ag,HTR5A ag ctr
O=C(NCCN1CCN(c2ccccc2F)CC1)C1CC(=O)N(C2CCCC2)C1 (configuration not stated),-7,1,-13,104,-3,0,2,2,2.2,-3
Nc1c(Cl)cc(-c2csc(N3CCCC3c3nc4cc(Cl)c(N5CCCCC5)cc4n3CCOCCO)n2)cc1Cl (configuration not stated),-1,0,8,96,2,4,7,5,-1.8,-5
COc1ccc([C@H]2CC(=O)C=C(/C=C/c3ccccc3)C2)cc1OC,-12,-4,2,98,0,0,-21,-9,-0.3,3
Cc1c(NS(=O)(=O)c2cc(NC(=O)CCN3CCCC(C)C3)ccc2Cl)c(=O)n(-c2ccccc2)n1C (configuration not stated),5,1,-3,119,-18,1,-1,6,0.7,-3
COc1ccc(S(=O)(=O)NCCc2ccco2)cc1OC,6,0,8,.,-7,4,0,-12,-1.6,0
O=C(N/N=C/c1ccnc2ccccc12)c1ccccc1O,-3,-1,15,89,9,0,-5,-7,-3.1,2
Cc1ccc(-c2cc(C(=O)N3N=C(C(F)F)CC3(O)C(F)F)c3ccccc3n2)cc1C (configuration not stated),-25,8,-77,101,8,3,-3,0,15,10
CC(C)n1cc(CN2CCC(Oc3ccc(C(=O)N4CCCC4)cc3)CC2)cn1,-9,-2,18,120,6,0,-11,-13,-3.2,4
COCCn1c(C)cc(C(=O)CSc2ncnc3sc4c(c23)CCC4)c1C,5,2,6,114,2,-5,2,-24,-1.1,4
COc1ccc(-c2coc3c(CN4CCCCC4C)c(O)ccc3c2=O)cc1 (configuration not stated),4,0,22,95,-7,-3,8,-2,-3.9,0
CC1=NN(c2ccccc2)C(=O)C1/C=C1\NC(=S)NC1=O (configuration not stated),5,0,13,103,2,-2,-8,3,-2.6,-1
COc1ccc(-c2ccc(CN3C(C)C(=O)N(Cc4cn(CCC5OCCCO5)nn4)CCS3(=O)=O)cc2)cc1 (configuration not stated),10,-3,.,104,.,2,-1,.,.,.
COc1cccc([C@@H]2CC=C(C(=O)O)[C@H](c3ccc(Cl)cc3)N2S(=O)(=O)c2ccc(C)cc2)c1,1,8,3,99,4,-2,-11,-21,-0.5,2
COc1ccccc1C(=O)N1CCC(C(=O)c2ccc(F)cc2)CC1,-5,-2,11,102,-2,0,-5,2,-2.0,-1
COc1cc(NC(=O)CSc2nnc3c(C)cc4cc(C)cc(C)c4n23)c(C(=O)O)cc1OC,8,-3,16,106,-17,0,-5,-8,-2.8,3

A run of entries from further up:
Molecule,PKA-R1A activ,DAGLB inh,OPRM1-OPRD1 inv,DSG3 Ab inh,Arr AP2 block,V-ATPase pH,PKA-R2B activ,HTR5A inv ag,MOR-DOR ag,HTR5A ag ctr
O=C(NCCN1CCN(c2ccccc2F)CC1)C1CC(=O)N(C2CCCC2)C1 (configuration not stated),-7,1,-13,104,-3,0,2,2,2.2,-3
Nc1c(Cl)cc(-c2csc(N3CCCC3c3nc4cc(Cl)c(N5CCCCC5)cc4n3CCOCCO)n2)cc1Cl (configuration not stated),-1,0,8,96,2,4,7,5,-1.8,-5
COc1ccc([C@H]2CC(=O)C=C(/C=C/c3ccccc3)C2)cc1OC,-12,-4,2,98,0,0,-21,-9,-0.3,3
Cc1c(NS(=O)(=O)c2cc(NC(=O)CCN3CCCC(C)C3)ccc2Cl)c(=O)n(-c2ccccc2)n1C (configuration not stated),5,1,-3,119,-18,1,-1,6,0.7,-3
COc1ccc(S(=O)(=O)NCCc2ccco2)cc1OC,6,0,8,.,-7,4,0,-12,-1.6,0
O=C(N/N=C/c1ccnc2ccccc12)c1ccccc1O,-3,-1,15,89,9,0,-5,-7,-3.1,2
Cc1ccc(-c2cc(C(=O)N3N=C(C(F)F)CC3(O)C(F)F)c3ccccc3n2)cc1C (configuration not stated),-25,8,-77,101,8,3,-3,0,15,10
CC(C)n1cc(CN2CCC(Oc3ccc(C(=O)N4CCCC4)cc3)CC2)cn1,-9,-2,18,120,6,0,-11,-13,-3.2,4
COCCn1c(C)cc(C(=O)CSc2ncnc3sc4c(c23)CCC4)c1C,5,2,6,114,2,-5,2,-24,-1.1,4
COc1ccc(-c2coc3c(CN4CCCCC4C)c(O)ccc3c2=O)cc1 (configuration not stated),4,0,22,95,-7,-3,8,-2,-3.9,0
CC1=NN(c2ccccc2)C(=O)C1/C=C1\NC(=S)NC1=O (configuration not stated),5,0,13,103,2,-2,-8,3,-2.6,-1

The results go on:
Molecule,PKA-R1A activ,DAGLB inh,OPRM1-OPRD1 inv,DSG3 Ab inh,Arr AP2 block,V-ATPase pH,PKA-R2B activ,HTR5A inv ag,MOR-DOR ag,HTR5A ag ctr
CC(NS(C)(=O)=O)C(c1cccs1)N1CCN(c2ccccc2F)CC1 (configuration not stated),11,-3,-6,99,1,3,-1,-6,1.0,2
CCCc1nc(NC(=O)c2ccccc2)nc(NC(=O)c2ccccc2)n1,4,-2,16,116,10,-6,-2,6,-3.6,-2
CCN(CC)CCCNc1nc(C)cc(COC)c1C#N,-15,0,4,96,11,6,2,7,-0.8,-3
C[C@@H]1CN([C@H](C)CO)C(=O)CCCn2cc(nn2)CO[C@H]1CN(C)S(=O)(=O)c1ccc2c(c1)OCCCO2,-4,-2,.,.,.,-4,3,.,.,.
Cc1ccccc1-c1nc(CN2CCC(C(=O)NCCCN3CCCC(C)C3)CC2)c(C)o1 (configuration not stated),-8,4,0,105,6,3,-13,-19,0.0,5
Cc1ccc(NC(=O)C2CCCN(c3ncccn3)C2)cc1C (configuration not stated),-1,-3,14,114,-3,1,0,-9,-2.5,3
COc1ccc(C2CC(c3ccccc3)Nc3nc(NS(C)(=O)=O)nn32)cc1 (configuration not stated),-6,3,16,105,-3,2,-5,-10,-3.1,3
NC(=O)c1nsc(C(=O)N(c2ccccc2)C(C(=O)NCc2ccc(F)cc2)c2ccc(O)cc2)c1N (configuration not stated),-2,0,-12,.,-3,4,-3,1,1.6,0
CCOC(=O)C1CCN(CC(=O)Nc2cc(C)nn2-c2nc3ccccc3s2)CC1,-9,1,-3,104,20,-6,12,33,0.5,3
COc1cccc(-c2cc(C(=O)Nc3ccc([N+](=O)[O-])cn3)c3ccccc3n2)c1,-13,-7,-63,99,1,-1,-5,36,11,4
O=C(c1cc(Cl)ccc1Cl)N1CCN(Cc2ccccc2)CC1,3,-3,9,95,18,4,11,-2,-1.9,0
CCCCS(=O)Cc1ccccc1 (configuration not stated),-7,-4,16,100,7,-2,2,23,-2.9,-9
Cc1ccc2oc(=O)n(CC(=O)c3ccc(F)cc3)c2c1,-7,-2,11,.,6,7,-7,-12,-2.3,1
C/C(=N\Nc1cc(N2CCOCC2)nc(C)n1)c1cccc([N+](=O)[O-])c1,-9,2,11,103,7,3,0,-2,-2.4,1
CCN(C(=O)CSc1nc2ccccc2c(=O)n1-c1ccc(C)cc1)C1CCS(=O)(=O)C1 (configuration not stated),-1,-1,13,116,-15,-4,1,-32,-2.6,4
O=C(COC(=O)/C=C/c1ccccc1Cl)NCCNC(=O)COC(=O)/C=C/c1ccccc1Cl,-4,1,-26,98,10,3,1,-12,5.1,1
O=C(O)c1cc2c(s1)-c1ccccc1OC2,6,2,14,103,-2,-1,-12,16,-3.0,5
COc1cc(-c2nnc(CSc3nnc(N)s3)o2)cc(OC)c1OC,-5,-1,18,81,1,-2,-3,3,-3.8,1
CCN(CC)Cc1nc2c(c(=O)[nH]1)C1(CCCC1)Cc1ccccc1-2,-5,-4,-52,102,-3,-1,-5,-2,9.5,-1
Cc1cccc(NC(=S)N(CCN2CCOCC2)Cc2ccccc2F)c1,-6,0,5,.,26,2,2,9,-1.1,-3
CCCCNc1c(C(=O)OCC)c(=O)[nH]c2ccccc12,10,0,11,.,21,-1,-7,-9,-2.5,-3
COc1cc2cc(C(=O)NCCc3ccccc3)[nH]c2cc1OC,6,2,14,93,-1,4,6,12,-3.1,-3
COc1ccccc1CCC(=O)OCC(=O)Nc1cc(C)nn1-c1ccccc1,-14,-3,6,109,-25,-1,-2,7,-1.1,-3
COc1ccccc1N1N=C(c2ccc([N+](=O)[O-])cc2)CC1c1ccccc1 (configuration not stated),-16,21,5,124,-28,-1,7,-2,-1.1,0
O=C(Nn1c(C2CCCCC2)nc2ccccc2c1=O)c1cc(Cl)ccc1[N+](=O)[O-],8,4,-12,112,1,-1,-9,0,1.7,0
CCOC(=O)C(C(=O)NCc1ccc(C)cc1)c1ncc(C(F)(F)F)cc1Cl (configuration not stated),1,-4,12,106,3,-5,2,12,-2.6,7
CCC1=NN2C(=N)/C(=C\c3cccn3-c3c(C)cccc3C)C(=O)N=C2S1,-5,13,2,107,0,9,-3,-1,-0.4,0
CCOc1ccc2c(c1)C(C)=CC(C)(C)N2C(=O)Nc1ccccc1,-2,-2,-1,109,22,-8,5,-31,0.1,7
COC(=O)c1ccc(CSc2nc3c(cnn3-c3ccccc3)c(=O)[nH]2)o1,-6,3,-5,83,2,2,-8,-14,0.9,5
CC1CCN(CCCNC(=O)COc2cc(=O)n(C)c3ccccc23)CC1,-4,-1,13,102,18,2,9,6,-2.7,1
Cc1nn(Cc2ccc([N+](=O)[O-])cc2)c(=O)n1-c1c(F)cccc1F,-5,0,3,.,9,-2,-10,-19,-0.6,6
O=C(NCC(c1ccco1)N1CCCC1)c1cc2ccccc2s1 (configuration not stated),7,-1,-5,.,16,0,-5,-16,1.3,6
COC(=O)c1oc2nc(C)cc(C)c2c1N,-5,2,11,100,5,2,8,8,-2.2,2

Assay outcomes from PubChem.
